# Bioassay records (PubChem)
# RECQ1 helicase: blocks DNA unwinding by human RECQ1 | Potency, µM (series often up to 57.3 µM), without a hit: at the highest dose activity, negative = inhibition, actives largely listed as inhibitors | 240,000 compounds, 0.54% hits | AID 2549 | RECQ1 DNA unwinding, red fluorescence kinetic read;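 note: plate controls were vehicle for no effect and no enzyme for full effect; nearly all actives have a fitted effect of over 30% in size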
#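 50 nM RECQ1T1 preincubated 15 min with compound in Tris pH 8.0 buffer with MgCl2, DTT, Tween-20 and 2.5 ug/ml poly(dI-dC); started with 200 nM TAMRA/BHQ-2 forked duplex and 2 mM ATP. Unwinding read as fluorescence (525/598 nm), two reads 2 h apart.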
# Tau ThT inhib: tau fibrillization inhibition (ThT binding). recombinant tau K18 P301L, heparin-induced fibrillization, ThT fluorescence. Potency, µM (top dose mostly 57.4 µM), for the others: top-dose activity, negative = inhibition, actives largely listed as inhibitors. 270,000 compounds, 2.1% hits. AID 1460; note: % is set by controls: 0 for no effect and ±100 for the full control effect; nearly all actives have a fitted effect of over 55% in size
# Target sequence (P10636 561-689 P618L limits assumed): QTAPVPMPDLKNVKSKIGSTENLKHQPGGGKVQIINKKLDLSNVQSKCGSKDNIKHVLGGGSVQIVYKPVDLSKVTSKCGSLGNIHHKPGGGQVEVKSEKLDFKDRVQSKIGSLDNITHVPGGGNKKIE
#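 ThT emission at 510 nm, taken 1 hr after adding 30 uM dye, quantifies aggregates formed when 20 uM heparin acts on human tau K18 P301L for 6 hr at 37 C.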
# Lamin A splicing: modulators of lamin A splicing; 200,000 compounds, 0.01% hits; Potency, µM (doses to about 46.1 µM), without a hit: top-dose ratio change, negative = inhibition, hits mostly inhibitors; HeLa LMNA splicing GFP/RFP minigene ratio, 48 h; active = well fitted inhibition curve with a large enough effect in the signal ratio, with a control signal flat, not every such curve was filed as active; inconclusive = small, poorly fitted or top-dose-only effect, or effect the other way, or a change in a side signal; the % refers to the signal ratio; note: % is set by controls: 0 for no effect and ±100 for the full control effect
#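 Read-out is the ratio of GFP to DsRed2 object intensity, acquired by 488 nm laser-scanning cytometry on HeLa lamin A-EGFP minigene reporter cells. Compound incubation 48 hrs at 37 °C in Opti-MEM with 2% FBS; DMSO 0.5% final.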
# SMN2 splice enh: enhancers of SMN2 splice variant expression; 210,000 compounds, 2.8% hits; AID 1458; Potency, µM (series often up to 46.1 µM), for inactives: at the highest dose activity change, positive = activation, usual class: activators; HEK293 SMN2-luciferase splicing reporter, luminescence, 30-36 h; note: % of control where 0% means no effect; nearly all actives have a fitted effect of over 55% in size
#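 HEK293 cells carry an SMN2 […]–luciferase reporter in which exon 7 inclusion puts luciferase in frame. Cells were plated 10-12 h before compound addition, then incubated 30-36 h at 37C. ONE-Glo luminescence was read; sodium butyrate at 4.5 mM final served as control.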
# JMJD2E inh: JMJD2E (human) inhibition; AID 2147; JMJD2E catalytic domain, FDH-coupled NADH fluorescence (FDH is formaldehyde dehydrogenase); Potency, µM (doses to about 57.1 µM), inactives show top-dose activity change, negative = inhibition, most hits filed as inhibitors; 230,000 compounds, 1.6% hits; B2RXH2; active = well fitted inhibition curve with a large enough effect, not every such curve was filed as active; inconclusive = small, poorly fitted or top-dose-only effect, or another doubt; inactive = no such curve, though single readings can be large or run the other way;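 note: 0% = wells with enzyme and -100% = buffer wells without enzyme; nearly all actives have a fitted effect of over 50% in size; many of its hits are not listed in these tables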
# Target sequence (B2RXH2 1-337 limits assumed): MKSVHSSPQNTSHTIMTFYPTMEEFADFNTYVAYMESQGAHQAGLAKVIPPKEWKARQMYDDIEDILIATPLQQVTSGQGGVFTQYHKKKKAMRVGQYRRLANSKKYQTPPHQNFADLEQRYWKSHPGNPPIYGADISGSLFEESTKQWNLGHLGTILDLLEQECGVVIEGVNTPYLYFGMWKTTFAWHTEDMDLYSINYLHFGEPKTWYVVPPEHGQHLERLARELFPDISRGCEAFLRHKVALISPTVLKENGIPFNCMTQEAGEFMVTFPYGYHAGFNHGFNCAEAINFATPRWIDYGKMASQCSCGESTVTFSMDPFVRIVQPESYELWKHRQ
# L3MBTL1 inh: inhibitors of human L3MBTL1; Q9Y468; AlphaScreen L3MBTL1–H3K9me1 peptide binding; Potency, µM (titrated, usually from 57.1 µM), for the others: at the highest dose activity, negative = inhibition, most hits filed as inhibitors; 230,000 compounds, 0.66% hits; AID 485360; note: % is set by controls: 0 for no effect and ±100 for the full control effect; nearly all actives have a fitted effect of over 60% in size
#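 AlphaScreen proximity signal between nickel-chelate acceptor and streptavidin donor beads (final 10 ug/mL) reports binding of 50 nM L3MBTL1 to 75 nM biotin-H3 K9me1 peptide; complex incubated with compounds 30 min at room temperature; cefsulodin titration as control.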
# Luc counter: blocks Kinase-Glo luciferase, a counter-screen artifact. Q27757. Kinase-Glo luciferase, ATP luminescence, 8 min. Potency, µM (titrated, usually from 38.3 µM), for inactives: at the highest dose activity change, negative = inhibition, hits mostly inhibitors. 200,000 compounds, 0.28% hits; note: % is set by controls: 0 for no effect and ±100 for the full control effect; nearly all actives have a fitted effect of over 60% in size
#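 Recombinant Kinase-Glo luciferase, 10 uM ATP (linear range), luciferin; imidazole pH 7.2 / KCl / MgCl2 / Tween / BSA buffer; 8 min RT; luminescence.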
# ALDH1A1 block: blocks purified human ALDH1A1 activity. 220,000 compounds, 7.3% hits. P00352. Potency, µM (doses to about 75.3 µM), for inactives: at the highest dose activity, negative = inhibition, hits mostly inhibitors. Purified ALDH1A1, NADH fluorescence, propionaldehyde substrate; active = well fitted inhibition curve with a large enough effect, not every such curve was filed as active; inconclusive = small, poorly fitted or top-dose-only effect, or another doubt; inactive = no such curve, though single readings can be large or run the other way;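 note: plate controls were no enzyme wells and a reference inhibitor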
# Target sequence (P00352 whole entry, looked up): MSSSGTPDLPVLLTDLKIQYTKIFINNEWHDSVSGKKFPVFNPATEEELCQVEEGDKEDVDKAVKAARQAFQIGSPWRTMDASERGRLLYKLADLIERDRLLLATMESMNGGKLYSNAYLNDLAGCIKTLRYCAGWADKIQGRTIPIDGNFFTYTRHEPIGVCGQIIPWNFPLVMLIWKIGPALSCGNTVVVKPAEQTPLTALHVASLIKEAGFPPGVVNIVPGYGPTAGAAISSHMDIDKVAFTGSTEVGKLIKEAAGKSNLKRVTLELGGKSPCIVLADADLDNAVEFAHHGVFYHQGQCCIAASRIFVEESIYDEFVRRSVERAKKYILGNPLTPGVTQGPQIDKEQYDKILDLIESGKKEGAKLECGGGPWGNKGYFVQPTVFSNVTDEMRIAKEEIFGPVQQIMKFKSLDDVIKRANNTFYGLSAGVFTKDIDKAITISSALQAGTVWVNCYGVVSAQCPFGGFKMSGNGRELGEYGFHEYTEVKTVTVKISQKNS
# The depositor's hits bear a star; i = inactive; ? = inconclusive; . = not tested or not shown; & = joins results of further samples; ! = repeats disagree; [ ] = remark or other dose. Unless noted, calls come from the whole dose curve; as a rule, active = well fitted curve in the direction sought with a large enough effect; inconclusive = small, poorly fitted or top-dose-only effect, or another doubt; inactive = no such curve, though single readings can be large; an effect the other way counts as inactive or inconclusive. Potency is the fitted concentration of half-maximal effect.
# Screens in order – Lamin A splicing	Tau ThT inhib	RECQ1 helicase	ALDH1A1 block	Luc counter	L3MBTL1 inh	SMN2 splice enh	JMJD2E inh
Cc1ccc(S(=O)(=O)NC(=O)NCc2ccc(F)cc2)cc1
  .	10%	6%	?	5%	-1%	13%	-5%
CCCCNc1ncnc2c1cnn2-c1ccccc1
  ?	-4%	-2%	?	-6%	7%	3.5µM*	?
Cc1ccc(C(=O)/C=C/c2ccccc2[N+](=O)[O-])cc1
  ?	?	0%	?	-4%	-23%	21%	7%
COc1ccc(OCCOC(=O)c2[nH]c(C)c(C(C)=O)c2C)cc1
  .	-9%	-8%	9%	-6%	-14%	-47%[inhibitor]	8%
S=c1[nH]nc(-c2ccc(Cl)cc2)n1/N=C/c1ccco1
  .	?	-5%	.	.	-7%	.	-2%
N#Cc1ccccc1S(=O)c1ccccc1C(=O)Nc1ccccc1 (stereo not given)
  -1%[9.22 µM]	3%	-6%	7%	2%	0%	6%	6%
CC(=O)NC(CCS(C)(=O)=O)C(=O)Nc1cc(C)on1 (stereo not given)
  -11%	-3%	-5%	7%	5%	1%	6%	3%
COc1ccc(OCc2cc(-c3ccc(Cl)cc3)no2)cc1
  27%[46 µM]	?	i	2%	-2%	36%[activator]	1%	2%
CCOc1ccc(C(=O)Nc2c3c(nn2-c2cccc(C)c2C)CS(=O)C3)cc1 (stereo not given)
  -7%	3%	-1%	1%	-2%	.	-2%	7%
O=C(CNc1n[nH]c(=O)[nH]c1=O)N/N=C/C1CC=CCC1 (stereo not given)
  .	12%	-2%	.	.	1%	.	9%
CC(C)n1c(N2CCN(C(=O)c3cccs3)CC2)nc2ccccc21
  -17%	-4%	i	?	-2%	.	?	5%
O=C(Nc1ccc(-c2nc3ccccc3[nH]2)cc1)c1ccc2c(c1)OCO2
  1%	?	-24%	-3%	2%	1%	9%	?
CC(CCc1ccccc1)NC(=O)c1ccc(NC(=O)c2ccccc2)cc1 (stereo not given)
  -8%	3%	-3%	-4%	.	5%	.	-2%
CC(C)N1C(=O)C(Cc2nc3ccccc3c(=O)n2-c2ccccc2)c2ccccc21 (stereo not given)
  18%	-7%	i	?	-1%	-3%	-3%	8%
Cc1cc(NC(=O)CCCN2C(=O)c3cccc4cccc(c34)C2=O)no1
  24%[46 µM]	-9%	-12%	?	1%	1%	-33%[inhibitor]	?
Cc1cc(C)c(C)c(OCCCN(C)C)c1
  5%	-2%	1%	?	-1%	-9%	-26%	-4%
CCN(CC)CCCNC(=O)CSc1c2c(nc3cc(Cl)ccc13)CCCC2
  6%[9.22 µM]	-11%&-9%	i	-6%	3%	.	-29%&-8%	0%
FC(F)(F)c1ccc(N2CCN(c3ncnc4c3nnn4Cc3ccccc3)CC2)nc1
  -6%	-1%	-1%	?	-4%	6%	-31%[inhibitor]	2%
COC(=O)CC1C(=O)NCCN1C(=S)Nc1cccc(C(F)(F)F)c1 (stereo not given)
  .	1%	2%	8%	.	.	.	-1%
O=C(N/N=C/CCc1ccccc1)C1CCCCC1
  3%	1%	-3%	-7%	-1%	23%	11%	-3%
Cc1cc(C(=O)CSc2ccc3c(c2)OCCO3)c(C)n1C1CC1
  ?	-10%	i	?	-2%	-15%	?	-11%
O=C1c2ccccc2S(=O)(=O)N1CCOc1ccccc1
  0%	-10%	-18%	-10%	-2%	8%	-13%	-1%
CCOc1ccccc1NC(=O)CN1CCC(NC(=O)c2ccccc2)CC1
  9%	0%	-11%	10%	2%	4%	8%	-2%
O=C(O)c1ccccc1SCc1cn2cc(Br)ccc2n1
  -5%[46 µM]	-2%	i	18%	0%	-5%	?	11%
CC1CCN(S(=O)(=O)c2cccc(C(=O)NCc3cccs3)c2)CC1
  ?	-4%	-4%	-2%	-2%	.	6%	-2%
Cc1cc(C)cc(NC(=O)N2CCC(NC(=O)c3ccc(F)cc3)CC2)c1
  -4%	0%	i	3%	.	-7%	.	4%
CC(=O)Nc1ccc(NC(=O)C2CCCN(C(=O)c3ccc(Cl)cc3)C2)cc1 (stereo not given)
  .	-3%	-3%	-5%	-4%	-7%	-14%	-18%
CC(C)NC(=S)N/N=C/c1cccnc1
  .	0%	-1%	.	.	-8%	.	0%
C/C(=N\N=C1\NC(=O)C(CC(=O)Nc2ccc(C)c(Cl)c2)S1)C(C)(C)C (stereo not given)
  5%[46 µM]	4%	-13%	4%	-1%	-7%	9%	-1%
C=CCOC(=O)C1=C[C@H](c2ccc(Br)cc2)[C@@H](CCCO)[C@H](OCC)O1
  .	-2%	-20%	-1%	.	?	.	10%

# Arranged by the number under RECQ1 helicase (largest number first): three of the compounds above
mol	Lamin A splicing	Tau ThT inhib	RECQ1 helicase	ALDH1A1 block	L3MBTL1 inh	SMN2 splice enh	JMJD2E inh
CC(C)NC(=S)N/N=C/c1cccnc1	.	0%	-1%	.	-8%	.	0%
CCCCNc1ncnc2c1cnn2-c1ccccc1	?	-4%	-2%	?	7%	3.5µM*	?
CC(=O)NC(CCS(C)(=O)=O)C(=O)Nc1cc(C)on1 (stereo not given)	-11%	-3%	-5%	7%	1%	6%	3%

# (listing goes on)
# Screens in order – Lamin A splicing	Tau ThT inhib	RECQ1 helicase	ALDH1A1 block	Luc counter	L3MBTL1 inh	SMN2 splice enh	JMJD2E inh
O=C(Nc1ncc([N+](=O)[O-])s1)C1CCN(S(=O)(=O)c2cnc[nH]2)CC1
  -7%	-3%	-1%	5%	1%	0%	?	-2%
NS(=O)(=O)c1ccc(CCNC(=O)c2ccc3c(c2)OCCO3)cc1
  .	-17%	i	13%	.	.	.	10%
CCn1c(-c2ccc(F)cc2)cnc1SCC(=O)N1CCCCC1C (stereo not given)
  ?	-14%	i	?	-4%	.	1%	0%
O=C1Nc2ccc(I)cc2/C1=C/c1cc(Br)c(O)c(Br)c1
  ?	4µM*	25µM*!	-7%&6%&-1%	-5%&-2%	.	-27%&1%	2%&-7%
COC(=O)c1sccc1NC(=S)Nc1ccc(OC)cc1
  -8%[46 µM]	-4%	-2%	4%	-4%	.	-33%[inhibitor]	6%
N#Cc1c2n(c3c(=O)n(CC(=O)c4ccc([N+](=O)[O-])cc4)cnc13)CCCCC2
  5%	?	0%	?	4%	-7%	-10%	4%
CC(C)(C)C(=O)C(Oc1cccc2nonc12)n1cncn1 (stereo not given)
  -4%	-10%	-5%	7%	-3%	-2%	0%	-11%
CCCc1cc(C(=O)NNC(=S)NCC2CCCO2)cs1 (stereo not given)
  -9%	-5%	3%	-3%	-2%	-14%	-34%[inhibitor]	-6%
Cc1ccc(C(=O)N2CCN(c3ccc(C(F)(F)F)cn3)CC2)cc1
  8%	-18%	-16%	-1%	-2%	7%	-25%	-14%
Cc1cccc(NC(=S)NN(Cc2ccccc2)c2ccccc2)c1C
  0%	-8%	-7%	?	-5%	.	14%	-8%
COc1ccc(OCC(=O)N2CCN(C(=O)Cc3ccccc3)CC2)cc1
  -11%	-12%	-1%	4%	2%	0%	-3%	4%
Cc1nc(SCc2nnc(-c3ccc(Cl)cc3)o2)c2c3c(sc2n1)CCC3
  1%	0%	0%	1%	-10%	-8%	3%	3%
CC(C)(C)c1ccc(S(=O)(=O)/C=C/C#N)cc1
  ?	?	-2%	0.11µM*	-3%	.	-87%[inhibitor]	0%
COC(=O)c1sc(-c2ccccc2)cc1NC(=O)c1ccccc1
  -11%	-5%	1%	11%	-3%	8%	0%	-5%
Cc1cccc(C)c1NC(=S)N1CCOCC1
  .	-7%	3%	.	.	-2%	.	4%
Cc1ccc(-c2nnn(CC(=O)N(CC(=O)NC(C)C)c3cnc4ccccc4c3)n2)o1
  5%	-4%	i	-1%	-3%	.	32%	2%
Cc1nc2c([nH]c3ccccc32)c(=O)n1N
  .	-6%	-3%	5%	-1%	.	12%	?
CCOc1ccc(-c2cn(-c3ccc(OC)cc3)c(SC)n2)cc1
  ?	6%	7%	-7%	-4%	-3%	11µM*	2%
COc1ccccc1CNC(=O)C(CC(C)C)NS(=O)(=O)c1ccc2c(c1)oc(=O)n2C (stereo not given)
  4%	4%&1%	-2%	3%	-4%	.	?	20%
Cc1ccccc1-n1c(N)cc(=O)[nH]c1=S
  -5%	5%	-7%	17%	-2%	.	16%	7%

# Single records (already shown).
# `Cc1cccc(NC(=S)NN(Cc2ccccc2)c2ccccc2)c1C` in the list: Lamin A splicing = 0%; Tau ThT inhib = -8%; RECQ1 helicase = -7%; ALDH1A1 block = ?; Luc counter = -5%; L3MBTL1 inh = .; SMN2 splice enh = 14%; JMJD2E inh = -8%
# `CC1CCN(S(=O)(=O)c2cccc(C(=O)NCc3cccs3)c2)CC1` in the list: Lamin A splicing = ?; Tau ThT inhib = -4%; RECQ1 helicase = -4%; ALDH1A1 block = -2%; Luc counter = -2%; L3MBTL1 inh = .; SMN2 splice enh = 6%; JMJD2E inh = -2%
# `O=C(Nc1ncc([N+](=O)[O-])s1)C1CCN(S(=O)(=O)c2cnc[nH]2)CC1` in the list: Lamin A splicing = -7%; Tau ThT inhib = -3%; RECQ1 helicase = -1%; ALDH1A1 block = 5%; Luc counter = 1%; L3MBTL1 inh = 0%; SMN2 splice enh = ?; JMJD2E inh = -2%

# New compounds follow
# Screens in order – Lamin A splicing	Tau ThT inhib	RECQ1 helicase	ALDH1A1 block	Luc counter	L3MBTL1 inh	SMN2 splice enh	JMJD2E inh
CCCCCCCCCCCCCCCC(N)=O
  .	-8%	-15%	-4%	-1%	.	5%	-10%
O=C(CCN1C(=O)c2ccccc2C1=O)NC(=S)Nc1ccccc1Cl
  18%	-10%	-7%	22µM*	3%	7%	-10%	2%
CCOC(=O)N1CCC(N(C(=O)Nc2cccc(OC)c2)C(C)CC)CC1 (stereo not given)
  -5%	-7%	-5%	4%	3%	3%	-52%[inhibitor]	4%
O=C(CCn1[nH]c(=O)c2ccccc2c1=O)N1CCOCC1
  4%	-8%	-1%	12%	-2%	.	?	-6%
CCOC(=O)NN1C(=O)c2ccccc2NC1c1cccc(O)c1 (stereo not given)
  -4%	0%	-3%	?	-1%	2%	-15%[1.84 µM]	?

# Only part of the results is shown; count on the stated rates, not on these rows.
